Screens deposited in PubChem by Broad Institute.
LGR2 antag: inhibitors of bursicon-induced LGR2 CRE-luciferase signal, primary screen, cell-based, HEK293, CRE-luciferase reporter, bursicon stimulation | inhibition, % at 9.99 µM | Drosophila bursicon receptor LGR2 (rickets) | 380,000 tested, 0.35% active | bursicon-stimulated, 4 h;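 active = drop in luminescence signal, shown as inhibition above about 50% in the replicate tests, limit read from the data, passing the limit was not always enough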;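 note: agonist challenge used bursicon conditioned medium at about half maximal strength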
PGC1a acetyl inh: inhibitors of PGC1a acetylation signal, primary screen, cell-based, U2OS, AlphaScreen, inhibitor mode; inhibition, % at 15.6 µM; 350,000 tested, 0.17% active; AlphaScreen anti-acetyl-lysine; with virally co-expressed GCN5 acetyltransferase;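 active = every replicate shows inhibition of at least 40%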;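 note: 0% = neutral control wells and 100% = positive control wells; some results beyond the cut were filed as inactive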
EWS-Fli inh: EWS/Fli-driven NR0B1 reporter inhibitors, primary screen, A673 cells, NR0B1 luciferase, luminescence, MLPCN library; inhibition, % at 12.6 µM; 350,000 tested, 0.67% active; viability-normalised;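 active = mean inhibition of at least 50% after viability correction, with every replicate also passing that limit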;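 note: firefly luciferase signal divided by Alamar Blue viability fluorescence both relative to DMSO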
S100A4 inh HTS: inhibitors of S100A4-myosin IIA peptide binding, primary screen, biochemical, fluorescence polarization, TAMRA-MyoIIA peptide. 360,000 tested, 0.14% active. inhibition, % at 10.7 µM. Protein S100-A4 (Homo sapiens), P26447;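 active = mean inhibition of at least 70% across replicates, with every replicate also reaching that level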
Target sequence (P26447 whole entry, looked up): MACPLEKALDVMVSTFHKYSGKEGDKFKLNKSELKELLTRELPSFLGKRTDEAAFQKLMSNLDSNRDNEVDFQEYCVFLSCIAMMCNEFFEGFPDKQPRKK
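Material: human S100A4 monomer with TAMRA-labelled myosin IIA peptide; buffer or medium: HEPES pH 7.2 with CaCl2, KCl, NaCl, DTT, Triton; compound dosing: one concentration per compound; schedule: 5 min incubation before reading; benchmarks: neutral control DMSO, positive control TFP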
ERAP1 HTS inh: human ERAP1 aminopeptidase inhibitors, primary screen, biochemical, single point, plate reader | Endoplasmic reticulum aminopeptidase 1 (Homo sapiens), Q9NZ08 | recombinant ERAP1, Leu-AMC fluorescence, 60 min | inhibition, % at 10.7 µM | 340,000 tested, 0.15% active | AID 652197, 2013;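 active = mean replicate inhibition of at least 30%, or all replicates individually reaching that 30% level; inactive = mean below 30% and not every replicate reaching it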;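 note: 0% = neutral control wells and 100% = L-leucinethiol positive control wells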
Target sequence (Q9NZ08 whole entry, looked up): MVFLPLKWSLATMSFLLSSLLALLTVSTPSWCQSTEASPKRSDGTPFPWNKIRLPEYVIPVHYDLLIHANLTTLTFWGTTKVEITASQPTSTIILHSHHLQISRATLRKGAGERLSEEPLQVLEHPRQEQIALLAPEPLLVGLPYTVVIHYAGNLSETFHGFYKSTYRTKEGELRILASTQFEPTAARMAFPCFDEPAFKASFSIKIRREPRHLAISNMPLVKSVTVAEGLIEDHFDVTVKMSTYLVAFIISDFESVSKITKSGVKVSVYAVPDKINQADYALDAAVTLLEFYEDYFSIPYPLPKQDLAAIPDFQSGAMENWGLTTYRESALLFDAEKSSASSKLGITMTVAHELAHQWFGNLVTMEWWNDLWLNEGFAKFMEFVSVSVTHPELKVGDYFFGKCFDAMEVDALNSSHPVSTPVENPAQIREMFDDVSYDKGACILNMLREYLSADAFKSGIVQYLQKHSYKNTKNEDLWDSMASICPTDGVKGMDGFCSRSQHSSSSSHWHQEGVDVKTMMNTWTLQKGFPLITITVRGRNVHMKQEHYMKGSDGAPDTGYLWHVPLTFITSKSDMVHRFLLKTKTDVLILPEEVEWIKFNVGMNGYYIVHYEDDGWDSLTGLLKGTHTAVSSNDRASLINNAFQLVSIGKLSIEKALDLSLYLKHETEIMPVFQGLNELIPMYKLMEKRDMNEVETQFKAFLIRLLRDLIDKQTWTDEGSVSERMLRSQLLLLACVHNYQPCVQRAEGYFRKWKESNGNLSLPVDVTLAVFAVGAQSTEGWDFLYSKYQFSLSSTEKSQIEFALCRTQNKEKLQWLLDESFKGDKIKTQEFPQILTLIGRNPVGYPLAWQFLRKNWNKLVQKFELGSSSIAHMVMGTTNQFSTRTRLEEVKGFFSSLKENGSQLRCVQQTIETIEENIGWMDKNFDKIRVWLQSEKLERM
PglD DTNB: C. jejuni PglD acetyltransferase inhibitors, primary screen, biochemical, DTNB colorimetric, single point | 360,000 tested, 0.098% active | UDP-N-acetylbacillosamine N-acetyltransferase PglD (Campylobacter jejuni) | purified PglD enzyme, DTNB colorimetric CoA detection | inhibition, % at 12.5 µM | AID 602405, 2012; in the data active = inhibition above about 16%, passing the limit was not always enough; note: strong numbers were not always called active
FN deposit inh: inhibitors of fibronectin matrix deposition, primary screen, AH1F cells, Alexa488-fibronectin fluorescence, plate reader | AH1F fibroblasts, overnight | inhibition, % at 12.6 µM | AID 743247, 2014 | 350,000 tested, 0.086% active;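 active = mean inhibition across replicates of 30% or more, regardless of how many single replicates reach that level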;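 note: positive control wells lacked labelled fibronectin entirely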
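Material: AH1F fibroblast monolayer depositing Alexa488-labelled fibronectin into matrix / Amount: 10000 AH1F cells per well / Signal: fluorescence 485/525 nm / Medium: DMEM, 2% serum / Compound: single dose, pinned / Incubation: 1 h cell adhesion before compound, then overnight fibronectin incubation / Reagent: Alexa488-FN, 24 nM final / Read-out: inhibition of fibronectin deposition signal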
PAX8 inh HTS: inhibitors of PAX8-driven TPO luciferase reporter, primary screen, RMG-I cells, single concentration; SteadyGlo, 24 h; inhibition, % at 12.6 µM; 360,000 tested, 1.2% active; AID 652154, 2013;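 active = mean replicate inhibition at least 60% with every replicate also reaching 60%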;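 note: luciferase light reporting Pax8 driven TPO promoter activity; plate controls were median of neutral control wells for no effect and mitoxantrone controls for full effect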
Starred values were filed as active, the others as inactive; x = no result given.

SMILES	LGR2 antag	PGC1a acetyl inh	EWS-Fli inh	S100A4 inh HTS	ERAP1 HTS inh	PglD DTNB	FN deposit inh	PAX8 inh HTS
O=C(Nc1nncs1)C1CC(=O)N(C2CCCC2)C1 (centres undefined)	-1.3	x	2.4	0.3	-1.4	-3.2	-0.2	x
CNC[C@@H]1Oc2ccc(NC(=O)Nc3cccc4ccccc34)cc2CC(=O)N([C@H](C)CO)C[C@@H]1C	-18.1	1.0	1.4	-7.2	-2.0	3.9	6.1	4.7
O=C(NCC1CC1)[C@@H]1[C@@H](CO)[C@@H]2Cn3c(ccc(-c4ccccc4F)c3=O)[C@H]1N2Cc1ccccc1	5.1	x	2.2	-1.4	-1.8	-1.2	x	2.7
CC(C)c1cn(CC[C@@H]2CC[C@H](NS(=O)(=O)c3ccccc3)[C@H](CO)O2)nn1	-3.9	2.1	0.7	-4.2	-3.6	2.0	x	2.3
C[C@@H]1CCCCO[C@@H](CN(C)Cc2ccc(C(F)(F)F)cc2)[C@@H](C)CN([C@H](C)CO)C(=O)c2cc(NC(=O)C3CCCCC3)ccc2O1	27.4	-1.0	-9.5	x	x	-4.2	x	-1.7
COc1ccc(NC(=S)N(Cc2cccnc2)Cc2ccco2)cc1	25.5	-2.2	8.9	-3.9	2.9	x	-3.3	4.1
COc1ccccc1CNC(=O)C[C@@H]1C[C@@H]2c3cc(NC(=O)CC4CC4)ccc3O[C@@H]2[C@H](CO)O1	20.4	-2.4	6.0	x	x	-0.6	-11.0	7.2
Cc1ccc(S(=O)(=O)N(C)C[C@H]2OCCCC[C@H](C)Oc3ccc(NC(=O)Nc4ccccc4)cc3C(=O)N([C@H](C)CO)C[C@H]2C)cc1	-8.3	-2.8	0.1	-4.2	0.0	-1.0	-2.0	x
CC(=O)NC[C@@H]1[C@@H](c2ccc(C3=CCCC3)cc2)[C@H](CO)N1Cc1cccnc1	1.5	3.7	2.6	x	x	-0.9	0.1	-16.5
O=C(CN(c1ccccc1)S(=O)(=O)c1ccccc1[N+](=O)[O-])Nc1cccnc1	3.2	x	-14.0	-1.7	0.7	-7.0	-2.8	17.6
CCCN(C1CCS(=O)(=O)C1)S(=O)(=O)c1cc(OC)ccc1OC (centres undefined)	-2.6	1.4	3.6	-6.2	-2.1	2.5	-6.3	-7.1
CCCNC(=O)Nc1ccc2c(c1)C(=O)N(C)C[C@@H](OC)[C@H](C)CN(S(C)(=O)=O)[C@H](C)CO2	11.6	4.2	0.2	1.8	2.6	x	-2.7	x
C=CCNc1nc(C(=O)OCC(=O)Nc2c(Cl)cccc2C(F)(F)F)cs1	-16.4	-13.3	1.0	-15.4	0.8	-2.8	5.2	-0.1
CCOc1ccccc1NC(=O)c1cccc(S(=O)(=O)N(Cc2ccccc2)c2ccccc2OC)c1	x	6.7	-6.3	-3.2	-0.8	1.1	3.7	9.6
COc1cccc(Cn2c(=O)c3[nH]cnc3n(-c3ccccc3C)c2=O)c1	x	6.5	4.7	-1.5	-1.0	-2.9	2.4	-1.0
O=C(COC(=O)c1cnccn1)N=c1sccn1Cc1ccccc1Cl	7.2	-5.9	-3.2	-5.0	0.1	-1.9	1.0	-3.7
C[C@H](CO)N1C[C@H](C)[C@@H](CN(C)C(=O)Nc2ccc(F)cc2)Oc2ccc(NS(C)(=O)=O)cc2CC1=O	5.3	-0.9	-18.9	-11.1	0.2	1.4	-5.7	1.7
Cc1ccc(OCC(=O)OC(C)C(=O)NC2CCCCC2C)cc1C (centres undefined)	2.7	-1.0	0.4	-8.0	0.9	-0.8	0.4	-3.3
Nc1nc2ccccc2nc1N1CCCC1	-0.5	-12.5	-21.0	0.6	1.6	-0.2	x	x
COc1ccc(NC(=O)COc2cccc3c2OC(C)(C)C3)c(OC)c1	10.9	x	3.3	-7.8	-0.7	2.2	0.6	-5.5
COc1cc2[nH]c(=S)n(C3CCN(Cc4ccccc4)CC3)c(=O)c2cc1OC	25.0	2.8	17.3	0.3	-3.2	-2.7	4.4	-5.0
O=C1CN(Cc2ccc(F)cc2)C[C@@H]2[C@@H](c3ccc(Br)cc3)[C@@H](CO)N12	-9.8	-17.9	3.7	55.3	-1.2	x	x	72.5*
O=C(/C=C\c1ccccc1OC(=O)c1ccccc1F)c1cc2ccccc2o1	-49.8	-9.1	-9.6	-4.2	-0.3	x	-4.6	-9.1
CO[C@H]1CN(C)C(=O)c2cc(NS(=O)(=O)c3cccc(C)c3)ccc2OC[C@@H](C)NC[C@H]1C	6.4	-9.3	-3.6	20.5	2.6	3.6	5.4	x
Cc1cc(C)cc(OCC(=O)Nc2ccc(S(=O)(=O)Nc3ccccn3)cc2)c1	-16.0	-1.2	3.9	-4.0	0.2	x	-6.8	15.5
Cc1noc(C)c1NC(=O)N(C)C[C@@H]1Oc2ccc(NS(C)(=O)=O)cc2C(=O)N([C@H](C)CO)C[C@H]1C	4.4	-2.9	-5.7	5.1	-3.4	-0.9	x	x
Cc1ccc(S(=O)(=O)N(CC(O)CN2CCCCC2)c2cccc([N+](=O)[O-])c2)cc1 (centres undefined)	4.2	-3.9	7.2	-1.6	-6.3	-0.1	-0.5	-4.1
C[C@@H]1CN([C@H](C)CO)C(=O)Cc2cc(NC(=O)Nc3cccc4ccccc34)ccc2O[C@@H]1CN(C)C(=O)Nc1cccc2ccccc12	-0.7	7.0	15.6	-6.0	-1.8	3.8	x	35.1
O=C(COc1ccc(Oc2ccccc2)cc1)NCc1cn2ccccc2n1	3.3	10.2	49.4	-1.4	2.4	x	4.9	29.9
Cc1ccc(NC(=O)Cc2nc(CN(C)CC(=O)Nc3ccc(C)cc3)cs2)cc1	-0.3	-3.1	5.8	-1.5	0.5	-4.6	-36.5	9.5

Nothing new here: an excerpt of the list.
SMILES	LGR2 antag	PGC1a acetyl inh	EWS-Fli inh	S100A4 inh HTS	ERAP1 HTS inh	PglD DTNB	FN deposit inh	PAX8 inh HTS
Cc1ccc(S(=O)(=O)N(CC(O)CN2CCCCC2)c2cccc([N+](=O)[O-])c2)cc1 (centres undefined)	4.2	-3.9	7.2	-1.6	-6.3	-0.1	-0.5	-4.1
C[C@@H]1CN([C@H](C)CO)C(=O)Cc2cc(NC(=O)Nc3cccc4ccccc34)ccc2O[C@@H]1CN(C)C(=O)Nc1cccc2ccccc12	-0.7	7.0	15.6	-6.0	-1.8	3.8	x	35.1
O=C(COc1ccc(Oc2ccccc2)cc1)NCc1cn2ccccc2n1	3.3	10.2	49.4	-1.4	2.4	x	4.9	29.9
Cc1ccc(NC(=O)Cc2nc(CN(C)CC(=O)Nc3ccc(C)cc3)cs2)cc1	-0.3	-3.1	5.8	-1.5	0.5	-4.6	-36.5	9.5

Following part
SMILES	LGR2 antag	PGC1a acetyl inh	EWS-Fli inh	S100A4 inh HTS	ERAP1 HTS inh	PglD DTNB	FN deposit inh	PAX8 inh HTS
COCC#Cc1cnc2c(c1)C(=O)N([C@@H](C)CO)C[C@@H](C)[C@H](CN(C)Cc1ccc3c(c1)OCO3)O2	14.0	-2.5	-12.3	-0.2	7.5	-0.9	-0.3	-12.8
CC(=O)c1c(C)[nH]c(C(=O)Nc2ccccn2)c1C	-40.2	4.6	-42.2	-3.7	-4.4	0.8	-2.2	-151.1
O=C(c1ccco1)N1N=C(c2ccncc2)CC1(O)C(F)(F)F (centres undefined)	4.8	7.2	-9.1	4.2	-5.0	x	-3.0	-5.6
C/C=C/c1ccc([C@H]2[C@@H](CO)N(C(=O)CC)[C@H]2CNC(=O)CC2CC2)cc1	7.3	1.4	-5.6	x	x	-1.5	-8.6	-7.1
COCC#Cc1ccc2c(c1)O[C@H](CN(C)Cc1ccccn1)[C@@H](C)CN([C@@H](C)CO)S2(=O)=O	-2.8	-3.8	9.1	-5.6	-1.6	10.0	-2.1	-13.2
Cc1cc(C)c(C(=O)COC(=O)c2ccc(NC(=O)CC#N)cc2)cc1C	-29.8	-13.6	-2.4	-0.2	-0.2	1.9	-5.7	-14.2
O=C(CC(F)(F)F)N1C[C@@H]2[C@H](c3ccccc31)[C@@H](CO)N2CC1CCOCC1	9.4	2.5	4.9	90.1*	4.4	4.1	0.2	-15.4
O=c1cc2c(nn1Cc1ccc(F)cc1)-c1ccccc1CC2	-15.8	x	-2.7	-0.5	1.9	x	x	-2.6
CCOC(=O)C(NC(C)=O)(N1CCc2ccccc2C1)C(F)(F)F (centres undefined)	x	22.1	x	x	x	2.8	-6.0	7.4
Cc1noc(C)c1S(=O)(=O)N(C)C[C@@H]1OCCCC[C@H](C)Oc2ccc(NC(=O)c3ccccc3)cc2C(=O)N([C@H](C)CO)C[C@H]1C	3.3	-3.1	6.1	8.0	1.7	0.9	x	-0.1
CCOC(=O)c1sc(Nc2nc3c(F)cccc3s2)cc1C	-69.4	-4.6	x	x	x	4.2	0.7	-109.0
CCOC(=O)N1CCN(c2nc3ccccn3c(=O)c2C=O)CC1	-9.0	x	-16.3	1.2	-0.4	-0.6	8.3	8.7
COc1ccccc1-c1ccc([C@@H]2[C@H](CO)N3CCCCN(C(=O)c4ccncc4)C[C@@H]23)cc1	-5.6	0.8	-1.2	2.8	-0.6	4.5	x	5.8
Cc1cc(=O)n2[nH]c(N)c(N=Nc3ccccc3)c2n1	-2.6	2.2	x	x	x	-0.2	2.4	-22.5
COc1cccc(NC(=O)CSc2nc3c(oc4ccccc43)c(=O)[nH]2)c1	-35.0	x	x	x	x	5.8	12.0	-23.6
CC1=NCCN1S(=O)(=O)c1cccc([N+](=O)[O-])c1	9.5	23.5	-8.5	0.0	-1.0	3.5	-7.2	12.8
S=c1[nH]c(-c2ccc(Br)cc2)cn1CCc1ccccc1	-23.1	-5.6	-2.9	-2.9	-1.5	x	x	-12.4
O=C(NCCc1ccccc1C(F)(F)F)c1cc(COc2ccccc2)on1	27.5	15.5	-0.7	1.2	3.5	-2.2	-5.9	-0.7
Cc1cccc(NC(=O)CCCNC(=O)c2ccc(Cl)cc2)n1	11.7	x	-1.4	1.9	-9.1	0.6	4.2	x
C#CCOCCOCCOCCNc1nc(N2CCOCC2)nc(N2CCN(C(=O)[C@H](CCCCN)n3cc([C@@H](N)CO)nn3)CC2)n1	4.8	8.9	-1.5	x	x	2.0	-0.8	8.4
CC(C)C[C@H](NC(=O)C1(c2ccccc2)CCN(C(=O)OC(C)(C)C)CC1)C(=O)N1CCC[C@H]1C(=O)O	-3.3	-4.0	-0.8	3.5	-1.9	0.9	6.8	8.9
Cc1sc(NC(=O)c2ccco2)c(CN2CCN(Cc3ccccc3)CC2)c1C	16.8	-10.9	6.1	7.3	7.1	8.3	-7.0	9.5
O=c1[nH]c(-c2cccs2)nc2ccccc12	x	6.1	x	x	x	1.2	15.7	-41.5
Cc1ccc(S(=O)(=O)N(CC(O)CN(C)C)c2ccccc2)cc1 (centres undefined)	x	3.8	x	x	x	3.0	-7.0	-17.7
Cc1ccc2c(Cl)cc(Cl)c(OCC(=O)OCC(=O)Nc3ccc(C#N)cc3)c2n1	x	x	-2.7	3.0	-9.0	5.6	3.5	7.5
O=C(CCCN1C(=O)/C(=C/c2cccc(Br)c2)SC1=S)NCCCN1CCOCC1	0.1	x	-13.0	-14.1	-2.2	-6.7	5.6	x
CSc1ccccc1C(=O)C1CCCN(C(=O)NC(C)C)C1 (centres undefined)	13.1	-6.1	-0.4	-4.8	-0.4	-1.3	0.8	14.3
